G9a inh = G9a (human) methyltransferase inhibition. Q96KQ7. G9a H3K9 monomethylation, AlphaScreen, 2 h. Potency, µM (titrated, usually from 102 µM), for the others: at the top dose activity, negative = inhibition, actives largely listed as inhibitors. 350,000 tested, 8.8% active. AID 504332; also: % is scaled to controls: 0 for no effect and ±100 for the full control effect; nearly all actives have a fitted effect of over 75% in size
Target sequence (Q96KQ7 913-1193 limits assumed): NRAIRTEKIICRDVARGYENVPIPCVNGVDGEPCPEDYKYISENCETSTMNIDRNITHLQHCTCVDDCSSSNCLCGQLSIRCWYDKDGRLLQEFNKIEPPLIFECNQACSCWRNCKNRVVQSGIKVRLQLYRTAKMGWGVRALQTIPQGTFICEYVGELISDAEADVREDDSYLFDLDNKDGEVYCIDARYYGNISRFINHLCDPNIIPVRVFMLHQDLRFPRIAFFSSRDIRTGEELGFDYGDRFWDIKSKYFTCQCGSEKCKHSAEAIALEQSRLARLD
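Chemiluminescent proximity detection of H3K9 monomethylation, read after 10 min bead incubation in the dark. Reaction: 20 nM G9a, 500 nM biotin-H3K9 peptide, 20 uM SAM cofactor, 2 h, room temperature, following 15 min enzyme-compound preincubation.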
Apoferritin bind = candidate novel general anesthetic via apoferritin binding; P02791; apoferritin/1-aminoanthracene competitive binding, fluorescence; Potency, µM (top dose mostly 77.5 µM), for inactives: at the top dose activity change, negative = displacement, usual class: inhibitors; 350,000 tested, 0.074% active; AID 485281; also: % is scaled to controls: 0 for no effect and ±100 for the full control effect; nearly all actives have a fitted effect of over 20% in size
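Steps: apoferritin (10 uM) was premixed with half-saturated 1-AMA in PBS, compounds were pin-transferred, plates stood 10 min at room temperature, fluorescence was read at 380/535 nm, and curves were fitted with a Hill equation.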
POLB inh = blocks human DNA polymerase beta activity; Pol beta primer extension/strand displacement, fluorescence kinetic; Potency, µM (doses to about 114 µM), for the others: at the highest dose activity change, negative = inhibition, usual class: inhibitors; 340,000 tested, 1.3% active; also: % is scaled to controls: 0 for no effect and ±100 for the full control effect
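Reaction started by 50 nM substrate onto compound-treated Pol beta (10 nM, 15 min preincubation, room temperature); plates read at 0 min and 10 min. Normalized concentration-effect data fitted by four-parameter Hill equation.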
POLI inh = blocks human DNA polymerase iota activity; Potency, µM (titrated, usually from 115 µM), inactives show top-dose activity, negative = inhibition, usual class: inhibitors; Pol iota fluorescent replication assay, 10 min; AID 588590; Q9UNA4; 390,000 tested, 1% active
Target sequence (Q9UNA4 whole entry, looked up): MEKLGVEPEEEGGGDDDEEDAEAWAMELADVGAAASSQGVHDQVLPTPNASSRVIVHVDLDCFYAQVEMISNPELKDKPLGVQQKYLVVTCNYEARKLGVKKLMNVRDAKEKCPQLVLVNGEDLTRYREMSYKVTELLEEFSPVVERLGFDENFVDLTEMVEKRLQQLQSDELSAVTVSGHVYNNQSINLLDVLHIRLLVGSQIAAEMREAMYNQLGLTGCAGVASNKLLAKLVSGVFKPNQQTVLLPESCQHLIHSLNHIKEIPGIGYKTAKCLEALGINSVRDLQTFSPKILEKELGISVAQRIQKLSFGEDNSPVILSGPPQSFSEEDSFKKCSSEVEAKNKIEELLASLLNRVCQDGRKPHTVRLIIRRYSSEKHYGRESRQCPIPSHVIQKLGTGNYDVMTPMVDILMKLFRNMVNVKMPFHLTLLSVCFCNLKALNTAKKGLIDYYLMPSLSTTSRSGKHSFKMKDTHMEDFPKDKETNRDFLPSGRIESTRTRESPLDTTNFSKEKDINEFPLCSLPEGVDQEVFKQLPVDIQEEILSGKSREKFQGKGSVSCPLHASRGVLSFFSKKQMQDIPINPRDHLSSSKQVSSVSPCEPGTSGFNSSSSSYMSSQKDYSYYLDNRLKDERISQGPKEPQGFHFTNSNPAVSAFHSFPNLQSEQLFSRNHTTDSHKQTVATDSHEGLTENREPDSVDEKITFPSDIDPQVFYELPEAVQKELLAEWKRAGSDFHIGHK
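Pol iota at 10 nM preincubated 15 min with compounds at room temperature; reaction started with fluorescent substrate, 50 nM final. Fluorescence read kinetically at 0 and 10 min; buffer-only wells as negative control.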
Pol eta inh = blocks human DNA polymerase eta activity; 390,000 tested, 1.2% active; AID 588591; recombinant Pol eta, fluorescent DNA replication assay; Q9Y253; Potency, µM (highest dose often 114 µM), for inactives: at the highest dose activity change, negative = inhibition, hits mostly inhibitors; also: % is scaled to controls: 0 for no effect and ±100 for the full control effect
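Pol eta (10 nM) was preincubated with compounds for 15 min at room temperature, after which fluorescent replication substrate (50 nM final) was added to start the reaction. Fluorescence was read kinetically at 0 and 10 min.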
BAZ2B block = blocks human BAZ2B. Q9UIF8. AlphaScreen BAZ2B-H3K14Ac peptide displacement. Potency, µM (top dose mostly 114 µM), inactives show at the top dose activity change, negative = inhibition, usual class: inhibitors. 360,000 tested, 4.4% active; also: % is scaled to controls: 0 for no effect and ±100 for the full control effect; nearly all actives have a fitted effect of over 60% in size
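Multi-concentration screen (max 110 uM) measuring displacement of acetylated histone H3 peptide from BAZ2B by AlphaScreen, using 50 nM protein, 50 nM peptide and 10 ug/mL streptavidin donor plus Ni-chelate acceptor beads.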
Pol kappa inh = blocks human DNA polymerase kappa activity. Q9UBT6. purified Pol kappa, fluorescent DNA synthesis assay, 10 min. Potency, µM (highest dose often 107 µM), for the others: at the top dose activity, negative = inhibition, usual class: inhibitors. 400,000 tested, 0.53% active. AID 588579; also: % is scaled to controls: 0 for no effect and ±100 for the full control effect
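Kinetic fluorescence readout at 0 and 10 min followed reaction start with substrate at 50 nM final. Beforehand, enzyme (10 nM Pol kappa) stood 15 min with compound at room temperature; buffer-only wells were negative controls.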
BLM inh = inhibitors of human Bloom syndrome helicase BLM; recombinant BLM DNA unwinding, fluorescence dequenching; 350,000 tested, 0.2% active; AID 2528; Potency, µM (top dose mostly 56.1 µM), for inactives: at the top dose activity change, negative = inhibition, most hits filed as inhibitors; P54132;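 also: plate controls were vehicle for no effect and no enzyme for full effect; nearly all actives have a fitted effect of over 35% in size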
APE1 inh = blocks human APE1 abasic DNA cleavage; 350,000 tested, 0.35% active; P27695; AID 2517; Potency, µM (series often up to 65.8 µM), inactives show at the highest dose activity change, negative = inhibition, usual class: inhibitors; recombinant APE1, TAMRA/BHQ-2 abasic DNA cleavage fluorescence;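 also: plate controls were vehicle for no effect and reference inhibitor for full effect; nearly all actives have a fitted effect of over 55% in size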
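Incision of a quenched TAMRA/BHQ-2 THF abasic-site duplex (50 nM) by 0.75 nM APE1, after 15 min compound preincubation, measured as fluorescence increase over three 60 s reads. Values normalized to buffer, DMSO and NSC13755 control wells.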
Numbers without * were called inactive; ? = inconclusive; nt = no result given; [ ] = another dose, or the depositor's remark. Calls follow the shape of the dose curve; as a rule, active = well fitted curve in the direction sought with a large enough effect; inconclusive = small, poorly fitted or top-dose-only effect, or another doubt; inactive = no such curve, though single readings can be large; an effect the other way counts as inactive or inconclusive. Potency is read from the fitted curve at half-maximal effect.

SMILES	G9a inh	Apoferritin bind	POLB inh	POLI inh	Pol eta inh	BAZ2B block	Pol kappa inh	BLM inh	APE1 inh
CCCOc1ccc(C(=O)Nc2cc3c(cc2N2CCOCC2)n(C)c(=O)n3C)cc1	36%[59 µM]	-20%	18%	54%[activator]	3%	4%	10%	4%	nt
O=C(CNC(=O)C1CCCCC1)Nc1ccccc1Cl	7%[59 µM]	4%	37%	6%	-12%	3%	1%	-3%	1%
Cc1ccn2cc(-c3cccc(NS(C)(=O)=O)c3)nc2c1	nt	-4%	13%	-2%	1%	-11%	-8%	7%	8%
NC(=O)C1CCCN(C(=O)c2ccc3c(c2)NC(=O)CS3)C1 (stereo unspecified)	-10%[12.7 µM]	nt	nt	4%	-19%	-3%	-1%	nt	7%
O=C(CSc1nc2ccccc2o1)NCc1ccc2c(c1)OCO2	0%[59 µM]	-15%	2%	34%[activator]	-4%	1%	14%	-2%	-10%
Cc1ccccc1Cn1c(=O)n(CCCCC(=O)NCc2ccc3c(c2)OCO3)c(=O)c2ccccc21	-2%[59 µM]	-3%	?	-14%	-14%	2%	0%	-4%	nt
CCc1nc(-c2cc(S(=O)(=O)N3CCN(c4ccc(OC)cc4)CC3)ccc2OC)no1	0.63µM*	1%	-3%	25%	-5%	-34%	0%	-14%	nt
CCc1noc(-c2ccc(N3CCC(C)CC3)c([N+](=O)[O-])c2)n1	-2%[59 µM]	-20%	-2%	-6%	-6%	-15%	-16%	-10%	nt
Nc1nc2c(nc(Br)n2C2OC(CO)C(O)C2O)c(=O)[nH]1 (stereo unspecified)	nt	5%	nt	nt	nt	nt	-2%[60.1 µM]	2%	12%
O=C(/C=C/Nc1ccccc1O)c1ccco1	5%	5%	0%	?	-4%	-16%	-3%	-5%	-3%
CCc1noc(C)c1C(=O)NNC(=O)c1ccc(Br)cc1	1%[0.501 µM]	nt	nt	32%[activator]	-13%	8%	-7%	nt	39%
O=C(COc1ccccc1)N1CCN(C(=O)c2cccc(F)c2)CC1	-9%[59 µM]	2%	0%	-7%	-7%	-4%	0%	0%	-3%
O=C(CNC(=O)c1ccccc1F)OCc1cc(=O)n2ccsc2n1	8%[59 µM]	7%	-5%	-4%	-7%	7%	1%	1%	nt
COc1ccc(S(=O)(=O)N2CCN(C(=O)COc3ccc4c(C)cc(=O)oc4c3)CC2)cc1	67%[activator][59 µM]	-12%	4%	4%	-16%	2%	-2%	-6%	14%
CCCC(NS(=O)(=O)c1ccc(-c2ccc(=O)[nH]n2)s1)c1cccs1 (stereo unspecified)	nt	-20%	-29%	1%	-5%	?	-11%	-2%	0%
Cc1ccc(-c2cc(C(=O)N3CCc4ccccc4C3)no2)cc1	3%	-5%	-1%	12%	-9%	1%	-4%[60.1 µM]	-7%	-1%
CCCC(=O)Nc1nc2ccc(NC(=O)c3cccnc3)cc2s1	-11%	-11%	0%	46%[activator]	-14%	-22%	-5%	-1%	-5%
CCCN(CCC)C1CC(=O)N(Cc2ccccc2)C1=O (stereo unspecified)	25µM*	-3%	-2%	4%	-4%	-22%	-4%	-7%	-3%
O=C(CN1CCN(S(=O)(=O)c2ccc3c(c2)OCCO3)CC1)Nc1cccc(F)c1	56µM*	nt	nt	-24%	-22%	-4%	-3%	nt	20%
Cc1ccc(C(=O)NCC(=O)NCC(=O)OCC(=O)c2cccs2)cc1	5%[59 µM]	1%	28%	222%[activator]	-11%	5%	3%	-1%	21%
COC(=O)c1cc(NC(=O)C2C3C=CC(C3)C2C(=O)O)cc(C(=O)OC)c1 (stereo unspecified)	9%	-6%	2%	0%[58.9 µM]	5%	-4%	-2%	3%	-7%
CN(CC(=O)Nc1ccc(Cl)cc1)C(=O)COc1ncnc2ccccc12	?	nt	nt	14%	4%	12%	-2%	nt	-4%
Cc1ccccc1C(=O)Nc1cccc(NC(=O)c2ccc(F)cc2)c1	-3%	-12%	7%	-25%	-1%	-1%	-3%	-5%	19%
CCOC(=O)c1c(C)oc2nc(C)nc(NCC3CCN(Cc4ccc(Cl)cc4)CC3)c12	-25%[59 µM]	-7%	0%	-14%	-11%	-14%[57.1 µM]	0%	1%	nt
COC(=O)c1ccc(NC(=O)CC2C(=O)N(c3ccccc3)C(=O)N2Cc2ccco2)cc1 (stereo unspecified)	-32%[59 µM]	-3%	2%	25%	-20%	5%	-5%[60.1 µM]	-1%	nt

An excerpt from above in order of length of the SMILES, rising:
SMILES	G9a inh	Apoferritin bind	POLB inh	POLI inh	Pol eta inh	BAZ2B block	Pol kappa inh	BLM inh	APE1 inh
CCc1noc(C)c1C(=O)NNC(=O)c1ccc(Br)cc1	1%[0.501 µM]	nt	nt	32%[activator]	-13%	8%	-7%	nt	39%
Cc1ccc(-c2cc(C(=O)N3CCc4ccccc4C3)no2)cc1	3%	-5%	-1%	12%	-9%	1%	-4%[60.1 µM]	-7%	-1%
COC(=O)c1cc(NC(=O)C2C3C=CC(C3)C2C(=O)O)cc(C(=O)OC)c1 (stereo unspecified)	9%	-6%	2%	0%[58.9 µM]	5%	-4%	-2%	3%	-7%
COC(=O)c1ccc(NC(=O)CC2C(=O)N(c3ccccc3)C(=O)N2Cc2ccco2)cc1 (stereo unspecified)	-32%[59 µM]	-3%	2%	25%	-20%	5%	-5%[60.1 µM]	-1%	nt

2 compounds drawn at random from those above, as already listed:
SMILES	G9a inh	Apoferritin bind	POLB inh	POLI inh	Pol eta inh	BAZ2B block	Pol kappa inh	BLM inh	APE1 inh
Cc1ccc(-c2cc(C(=O)N3CCc4ccccc4C3)no2)cc1	3%	-5%	-1%	12%	-9%	1%	-4%[60.1 µM]	-7%	-1%
COc1ccc(S(=O)(=O)N2CCN(C(=O)COc3ccc4c(C)cc(=O)oc4c3)CC2)cc1	67%[activator][59 µM]	-12%	4%	4%	-16%	2%	-2%	-6%	14%

(listing goes on)
SMILES	G9a inh	Apoferritin bind	POLB inh	POLI inh	Pol eta inh	BAZ2B block	Pol kappa inh	BLM inh	APE1 inh
Cc1ccc(-c2cc(C(F)(F)F)n3ncc(C(=O)O)c3n2)cc1	?	14%	23%	8%	-4%	-3%	-8%	-16%	1%
CC(=O)Nc1ccc(S(=O)(=O)Nc2ccc(Cl)cn2)cc1	4%[0.501 µM]	-8%	35%	128%[activator]	-23%	12%	-1%	3%	1%
CNS(=O)(=O)c1cccc(C(=O)OCC(=O)Nc2ccc(Cl)cn2)c1	-6%[12.7 µM]	2%	15%	33%[activator]	-14%	0%	-11%	1%	2%
CN(C)c1ccc(C(CNS(=O)(=O)c2ccc(Cl)cc2)N2CCCC2)cc1 (stereo unspecified)	?	2%	1%	-1%	-5%	32µM*	-10%[60.1 µM]	1%	nt
O=C(NCCSCc1ccccc1)c1ccccc1	-7%[59 µM]	-6%	22%	6%	-16%	10%	-3%	-5%	14%
Cc1ccc2cccc(OCc3nnc(SCC(=O)O)n3C)c2n1	nt	0%	15%	23%	-10%	-1%	-1%	1%	-10%
NNC(=O)/C(=C\c1ccc(Br)cc1)NC(=O)c1cccs1	-29%	-15%	5%	137%[activator]	1%	-24%	-18%	-8%	-7%
CCOC(=O)C1=C(C)N=c2s/c(=C\c3ccc(C(=O)O)cc3)c(=O)n2C1c1ccc(F)cc1 (stereo unspecified)	79µM*	2%	2%	?	6%	?	-7%	-2%	32%[activator]
COCc1cc(C)nc(SCC(=O)c2ccc(O)c(O)c2)c1C#N	10µM*	-3%	?	22µM*	45µM*	-38%	?	-4%	3%
CCCCSCc1cc(C(=O)O)oc1C(C)(C)C	?	-7%	1%	49%[activator]	-16%	?	-6%	-2%	6%
CCc1cccc(CC)c1NC(=O)c1cc(CN2C(=O)c3ccccc3C2=O)ccc1OC	18%[59 µM]	?	-14%	9%	-11%	2%	-10%	-9%	?
Cc1ccc2cccc(OC(=O)/C=C\c3ccccc3)c2n1	10%	-5%	16%	8%	-14%	-11%	-5%	-6%	5%
Cc1ccc(CSc2ncc(Cl)c(C(=O)Nc3nc4ccc(C)cc4s3)n2)cc1	1%[59 µM]	67%[activator]	3%	2%	-16%	-3%	-3%	0%	nt
CCNC(=O)c1cccc(NC(=O)CC2SC(N3CCCCC3)=NC2=O)c1 (stereo unspecified)	3%[2.33 µM]	nt	nt	10%	-6%	12%	-1%	nt	3%
COc1ccc(-c2cc(C)no2)cc1S(=O)(=O)N1CCN(c2ccc(C(C)=O)cc2)CC1	-10%[59 µM]	-8%	27%	-15%	15%	-10%	-6%	-2%	nt
CCN(Cc1ccncc1)C(=S)Nc1ccccc1	49%[activator][12.7 µM]	-3%	-27%	167%[activator]	-10%	-3%	-8%	-2%	-1%
Cc1c(C(=O)OC(C)C)[nH]c2c1C(=O)CCC2	4%[12.7 µM]	4%	0%	8%	0%	0%	-3%[60.1 µM]	1%	2%
Cc1cccc(NC(=O)c2ccc3[nH]c(C)cc(=O)c3c2)c1	?	3%	-4%	58%[activator]	-14%	-17%	7%	-6%	nt

Some values from the entries so far.
For Apoferritin bind, `COC(=O)c1ccc(NC(=O)CC2C(=O)N(c3ccccc3)C(=O)N2Cc2ccco2)cc1` (stereo unspecified) has -3%
For Pol kappa inh, `CCOC(=O)c1c(C)oc2nc(C)nc(NCC3CCN(Cc4ccc(Cl)cc4)CC3)c12` has 0%
For BLM inh, `Cc1ccc(-c2cc(C(F)(F)F)n3ncc(C(=O)O)c3n2)cc1` has -16%
For POLI inh, `O=C(CN1CCN(S(=O)(=O)c2ccc3c(c2)OCCO3)CC1)Nc1cccc(F)c1` has -24%
For G9a inh, `O=C(/C=C/Nc1ccccc1O)c1ccco1` has 5%
For APE1 inh, `CCCCSCc1cc(C(=O)O)oc1C(C)(C)C` has 6%

Only part of the results is shown; rates above refer to the full screens.
